ALOX12 inhib: qHTS Assay for Inhibitors of 12-hLO (12-human lipoxygenase); Potency, µM (highest dose often 57.1 µM), without a hit: at the top dose activity change, negative = inhibition, most hits filed as inhibitors; 150,000 compounds, 0.12% hits; Polyunsaturated fatty acid lipoxygenase ALOX12 (Homo sapiens), P18054; purified 12-hLO, xylenol orange hydroperoxide absorbance; AID 1452, 2008; also: potency is read from the fitted curve at half-maximal effect; nearly all actives have a fitted effect of over 55% in size; many of its hits are not listed in these tables
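Xylenol orange chromogenic assay: hydroperoxide from 12hLO oxidises Fe(II), giving red-shifted Fe(III)-XO absorbance. Conditions: 150 nM enzyme, 40 uM arachidonic acid, 25 mM Hepes pH 7.0, 0.01% Triton X-100, 30 min, room temperature.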
IMPase inh: qHTS Assay for Identifying the Cell-Membrane Permeable IMPase Inhibitors; CHO-M1 cells, IP1 accumulation, HTRF TR-FRET ratio; 120,000 tested, under 10 active; Inositol monophosphatase 1 (Rattus norvegicus), P97697; inhibition (IP1 accumulation), % at 46.1 µM; active = well fitted curve in the direction sought with a large enough effect in the signal ratio, not every such curve was filed as active; inconclusive = small, poorly fitted or top-dose-only effect, or a change in a side signal; inactive = no such curve, though single readings can be large or run the other way; the % refers to the signal ratio;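 also: cells stimulated with carbachol in lithium chloride buffer; plate controls were DMSO basal wells for no effect and reference inhibitor wells for full effect; higher means more IMPase inhibition seen as more IP1 and lower FRET ratio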
Target sequence (P97697 whole entry, looked up): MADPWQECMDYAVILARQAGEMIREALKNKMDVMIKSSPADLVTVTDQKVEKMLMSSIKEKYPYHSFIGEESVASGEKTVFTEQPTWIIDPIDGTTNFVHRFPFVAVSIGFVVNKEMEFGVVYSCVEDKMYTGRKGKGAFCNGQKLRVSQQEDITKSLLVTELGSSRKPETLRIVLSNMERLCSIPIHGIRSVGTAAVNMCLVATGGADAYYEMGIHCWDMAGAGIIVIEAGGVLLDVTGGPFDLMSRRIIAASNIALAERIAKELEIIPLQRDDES
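CHO-M1, 2000 cells/well, cultured 16–30 h; cpd up to 46 uM; carbachol (50 uM solution, stimulation buffer w/ 50 mM LiCl, pH 7.4), 30 min 37C; IP-One TR-FRET, 10 min RT; Ex 320/Em 665, 620; Hill-fit AC50.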
ALOX15B inhib: qHTS Assay for Inhibitors of 15-hLO-2 (15-human lipoxygenase 2). Potency, µM (highest dose often 57.1 µM), for inactives: at the highest dose activity change, negative = inhibition, hits mostly inhibitors. purified 15hLO-2, xylenol orange hydroperoxide absorbance. AID 881, 2007. Polyunsaturated fatty acid lipoxygenase ALOX15B (Homo sapiens), O15296. 110,000 compounds, 0.56% hits; also: potency is read from the fitted curve at half-maximal effect; nearly all actives have a fitted effect of over 60% in size; many of its hits are not listed in these tables
Target sequence (O15296 whole entry, looked up): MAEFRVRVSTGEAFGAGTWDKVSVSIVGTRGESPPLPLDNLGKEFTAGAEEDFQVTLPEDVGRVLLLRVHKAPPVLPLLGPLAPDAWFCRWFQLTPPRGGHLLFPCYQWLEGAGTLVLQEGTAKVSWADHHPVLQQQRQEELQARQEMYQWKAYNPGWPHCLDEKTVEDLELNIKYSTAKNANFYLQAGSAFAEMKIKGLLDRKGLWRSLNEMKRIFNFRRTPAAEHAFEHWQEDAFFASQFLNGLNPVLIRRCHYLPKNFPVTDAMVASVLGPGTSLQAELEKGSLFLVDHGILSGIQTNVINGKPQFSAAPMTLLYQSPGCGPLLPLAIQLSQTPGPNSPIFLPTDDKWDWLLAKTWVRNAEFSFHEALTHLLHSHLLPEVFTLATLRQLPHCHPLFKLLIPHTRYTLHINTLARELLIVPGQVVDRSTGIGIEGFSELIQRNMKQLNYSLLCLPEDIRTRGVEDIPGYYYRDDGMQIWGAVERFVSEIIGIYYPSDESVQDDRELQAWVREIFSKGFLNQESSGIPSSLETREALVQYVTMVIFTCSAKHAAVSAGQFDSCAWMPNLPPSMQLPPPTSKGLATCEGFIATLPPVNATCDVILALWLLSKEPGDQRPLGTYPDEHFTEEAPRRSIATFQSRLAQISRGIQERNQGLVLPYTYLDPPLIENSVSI
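Screening format was qHTS against 50 nM purified 15hLO-2 in Hepes pH 7.5 with detergent. Activity follows hydroperoxide formation from 45 uM arachidonic acid, measured as 573:405 nm absorbance ratio of the ferric-xylenol orange complex.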
PNC inhibitor: High Content Assay for Compounds that inhibit the Assembly of the Perinucleolar Compartment | AID 2417, 2010 | activity change (PNC), negative = inhibition, % at 10 µM | 140,000 compounds, 3.1% hits | PC3M PTB-GFP, PNC prevalence imaging, 16 h; hits give low values;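 active = readout at or below -70, meaning at least 70% loss of cells showing the perinucleolar compartment, a nuclear body marking cancer cells; inconclusive = readout between -30 and a set limit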;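 also: plate controls were DMSO wells for no effect and camptothecin positive control wells for full effect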
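PC3M cells stably expressing PTB-GFP, 750–1000 cells/well, treated 16 h at 37 °C with compound (23 nl of library stock), in duplicate. After paraformaldehyde fixation and Hoechst stain, imaged at 20x; PNC prevalence scored by image analysis.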
* marks the source's active call; other numbers are inactive results; ? = inconclusive; . = not tested or not shown; & = joins results of further samples; [ ] = another dose, or the depositor's remark. Unless noted, calls follow the shape of the dose curve; as a rule, active = well fitted curve in the direction sought with a large enough effect; inconclusive = small, poorly fitted or top-dose-only effect, or another doubt; inactive = no such curve, though single readings can be large; an effect the other way counts as inactive or inconclusive. Unless noted, % is scaled to controls: 0 for no effect and ±100 for the full control effect. The list is partial; count on the stated rates, not on these rows.

SMILES	ALOX12 inhib	IMPase inh	ALOX15B inhib	PNC inhibitor
Cc1cc(C)nc(SC2CCOC2=O)n1 (centres undefined)	-5%	7	-5%	28
Cc1ccc(S(=O)(=O)c2cn(Cc3ccc(F)cc3)c3cc4c(cc3c2=O)OCO4)cc1	1%	-9	.	-12
Cc1[nH]c(-c2ccc3c(c2)OCO3)nc1C(=O)O	3%	-7	-1%	?
CCCCCc1c2c(cc(O)c1C(=O)O)OC(=O)c1c(cc(OC)cc1C(=O)CCCC)O2	-30%	.	-27%	.
CC(=O)Oc1ccc2nc(-c3cccs3)oc(=O)c2c1	6%	-8	-4%	33
COc1ccccc1CNC(=O)C1(c2ccc(Cl)cc2)CC1	1%	.	.	?
COc1ccc(CC(=O)Nc2cc(C)c3c(=O)oc4ccccc4c3n2)cc1	-4%	4	-5%	?
O=S(=O)(O)c1ccc2c(N=Nc3c(O)ccc4ccccc34)cccc2c1	4%[11.4 µM]	.	-10%[11.4 µM]	.
O=C(O)CCN1C(=O)NC2(CCCC2)C1=O	-4%	6	1%	24
COc1ccc(S(=O)(=O)NCc2ccc(C(=O)N3CCN(c4ccccn4)CC3)cc2)cc1	-2%	-1	3%	103
CN(C)C(=O)N1CCCC(C(=O)NCc2ccccc2)C1 (centres undefined)	3%	-1	3%	-91*
CCS(=O)(=O)N1CCN(C(=O)c2ccc(-c3ccccc3)cc2)CC1	-3%	1	-9%	-25
COc1ccc(NC2=CC(=O)CC(C)(C)C2)cc1OC	0%	1	-5%	?
Cc1ccc2c(c1)-c1c(cnn1CC(=O)NC(C)CCc1ccco1)CO2 (centres undefined)	0%	4	.	?
CCc1ccc(CN2CCN(C(=O)c3cccc(OC)c3OC)CC2)cc1	0%	-11	.	-100*
CN(c1ccccc1C(=O)NCc1ccccn1)S(C)(=O)=O	4%	7	35%[activator]	-27
CCOC(=O)C1=C(c2ccccc2)NC(SCC(=O)Nc2cccc(C)c2)=C(C#N)C1c1ccco1 (centres undefined)	-11%	8	-7%	-5
CN(C(=O)COC(=O)c1ccc2c(=O)n3c(nc2c1)CCC3)c1ccccc1	2%	.	.	2
COc1ccc(OC)c(-c2cc(C(=O)Nc3sc4c(c3C#N)CCC(C)C4)c3ccccc3n2)c1 (centres undefined)	-3%	1	-19%	17
CCOC(=O)COc1c(OC)cc(Cl)cc1C1Nc2ccccc2C(=O)N1c1cccc(C)c1 (centres undefined)	-11%	5	?	?
S=C(NCCCN1CCOCC1)Nc1ccc(Cl)cc1	-5%	.	.	?
Cc1ccc(Cc2c(C)nc3nc(SCC(=O)NCCN4CCOCC4)nn3c2C)cc1	3%	?	1%	-6
O=C(Oc1ccc([N+](=O)[O-])cc1)c1cccnc1	5%	.	.	-19
O=C(Nc1ccc2c(c1)Cc1ccccc1-2)c1ccncc1	0%	.	.	4
CC1(C)C2CCC1(CS(=O)(=O)Nc1ccc(S(=O)(=O)NC3CCCCC3)cc1)C(=O)C2 (centres undefined)	-5%	-11	.	?
CCC(=O)Nc1nnc(SCC(=O)N2c3ccccc3CC2C)s1 (centres undefined)	-4%	-7	.	-25
Cc1cc(C)cc(-n2nnnc2SCC(=O)Nc2nc(-c3ccc(Cl)cc3)cs2)c1	-1%	0	-6%	25
COc1ccc2[nH]cc(CCNc3ccnc(-c4cccc(NS(C)(=O)=O)c4)n3)c2c1	-7%	.	-3%	.
CCSc1nnc(NC(=O)CCNS(=O)(=O)c2cc(Br)cnc2N)s1	-5%	-8	4%	?
O=C1CCCC2=C1C(c1ccccc1)C1=C(CCCC1=O)O2	0%	-5	-2%	34

3 consecutive compounds already listed, for reference:
SMILES	ALOX12 inhib	IMPase inh	ALOX15B inhib	PNC inhibitor
COc1ccc2[nH]cc(CCNc3ccnc(-c4cccc(NS(C)(=O)=O)c4)n3)c2c1	-7%	.	-3%	.
CCSc1nnc(NC(=O)CCNS(=O)(=O)c2cc(Br)cnc2N)s1	-5%	-8	4%	?
O=C1CCCC2=C1C(c1ccccc1)C1=C(CCCC1=O)O2	0%	-5	-2%	34

(cont.)
SMILES	ALOX12 inhib	IMPase inh	ALOX15B inhib	PNC inhibitor
CCOC(=O)/C(=N/Nc1ccc(C)cc1)S(=O)(=O)c1ccc(Cl)cc1	-15%	8	-9%	25
CCN1CCN(Cc2cc(=O)oc3cc4c(cc23)CCC4)CC1	3%	6	15%	13
Cc1ccc(S(=O)(=O)N2CCCCC2)cc1NC(=O)CSc1ncnc2ccccc12	-3%	.	.	16
Cc1nn(C)c(C)c1S(=O)(=O)N1CCC(C(=O)NC2CCCCCC2)CC1	3%	-7	1%	-9
CCN1CCN(c2cc(C)c3cc(NC(=O)c4cncc(Br)c4)ccc3n2)CC1	6%	11	63%[activator]	-18
COCCN(CCOC)c1ncc(Cl)c(C(=O)c2c(C)cc3ccccn23)n1	-10%	3	-12%	?
c1ccc2c(N3CCCCC3)ncnc2c1	-2%	4	5%	6
CCOc1cccc(-c2nnc3sc(COc4ccc(OC)cc4)nn23)c1	-2%	3	2%	-30
COCCNC(=O)CN(CC1CCCO1)C(=O)CCC(=O)Nc1ccccn1 (centres undefined)	2%	-2	2%	?
O=C(O)c1ccccc1NS(=O)(=O)c1cccc(C(F)(F)F)c1	-2%&3%	-2	-2%	-2
CCOC(=O)c1c(C#N)c(SCC(=O)Nc2ccc(OC)cc2)nc2c1CN(CC)CC2	0%	20	-1%	-13
COc1ccc(CNC(=O)CSc2nnnn2-c2ccccc2)cc1	-6%	-4	-4%	?
COc1ccc(CCNC(=O)c2nnn(-c3ccc4c(c3)OCCO4)c2N)cc1OC	-1%	-2	-4%	-27
Cc1nc(NCc2ccccc2)c2nc(-c3ccccc3)n(CCCN3CCOCC3)c2n1	2%	.	7%	.
CC(=O)NCC(=O)N[C@H](CCC(=O)O)C(=O)O	-5%	-4	8%	.
Cc1ccc(C)c(Nc2ncnc(N)c2[N+](=O)[O-])c1	1%	.	.	-124*
COc1ccc(-c2cc(C(F)(F)F)n3nc(C(=O)NCCCn4ccnc4)cc3n2)cc1	-8%	1	36%[activator]	17
C/C(=C\C(=O)c1ccc(C)o1)Nc1ccc(C(=O)O)cc1C	-5%	9	-4%	-28
Cc1ccc(S(=O)(=O)Cn2nnnc2CN(Cc2ccco2)CC2CCCO2)cc1 (centres undefined)	-2%	-2	1%	0
CCOc1cc(/C=C(\C#N)c2nc(-c3cccs3)c(NC(C)=O)s2)ccc1O	1%	.	.	37
NC(=NC1CCCCC1)c1ccc([N+](=O)[O-])cc1	-1%	0	3%	0
O=C(Nc1ccccc1C(=O)N/N=C/c1ccco1)c1ccc(Cl)cc1	-2%	-9	.	15
Cc1cccc(N2CCN(Cc3cc(=O)n4ccsc4n3)CC2)c1C	-3%	-1	6%	-27
CCOC(=O)C1=C(COc2ccc(C)cc2)NC(=O)NC1c1cc(C)ccc1C (centres undefined)	0%	0	.	-1
O=C1C(Cc2ccc(F)cc2)SC(=Nc2ccccc2)N1c1ccccc1 (centres undefined)	1%	.	.	?
CN1C(=O)C2ON(c3ccccc3)C(c3cccs3)C2C1=O (centres undefined)	-1%	3	9%[2.29 µM]	12
CCC(=O)Nc1ccc(C(=O)CSc2nnc(-c3ccc(O)cc3)n2CC2CCCO2)cc1OC (centres undefined)	-1%	8	?	-30
CC1CCc2nc(NC(=O)CSc3nc4ccccc4o3)sc2C1 (centres undefined)	0%	3	-2%	13
CC(C)CN1C(=O)c2ccccc2C1(O)Cc1ccccc1 (centres undefined)	3%	8	.	-16
Cc1c(Cl)cccc1NC(=S)N1CCN(C(=O)C2CCCO2)CC1 (centres undefined)	1%	1	.	?
CCCS(=O)(=O)NCCc1cc2cc(C)c(C)cc2[nH]c1=O	-7%	-5	.	-100*
O=[N+]([O-])c1ccc(OCc2cccc(COc3ccc([N+](=O)[O-])cc3)n2)cc1	2%	.	.	?
O=C(Nc1nnc(C2CC2)s1)c1ccncc1	-2%	5	-3%	53
CCCC1S/C(=N/N=C/c2ccc(OC)cc2)N(Cc2ccc(OC)cc2)C1=O (centres undefined)	-6%	-4	8%	80
O=C(NC(=S)Nc1ccc(N2CCOCC2)c(Cl)c1)C(c1ccccc1)c1ccccc1	?	6	13µM*	?
Cc1nn2cc(-c3ccc(-c4ccccc4)cc3)nc2s1	1%	-6	-9%	?
Cc1noc(C)c1CSc1nnc2sc3ccccc3n12	-2%	-9	-3%	27
CNc1c([N+](=O)[O-])cnn1-c1ccc(C)cc1	-7%	6	-3%	?
CC1=NN(Cc2ccccc2)C(=O)/C1=C\c1ccc(N(C)C)cc1	-2%	5	-4%	7
O=C1CCCc2ccccc2N1Cc1c(Cl)cccc1Cl	1%	7	-11%	4
CCOC(=O)C1CCCN(C2CC(=O)N(c3cccc(C)c3)C2=O)C1 (centres undefined)	-8%	-8	-9%	19
CCOc1cccc(NC(=O)CSc2nc(C)c3c(c2C#N)CCCC3)c1	0%	?	-10%	31
O=C1C=C(c2ccccc2)C[C@H](c2cccs2)[C@H]1n1nnc([N+](=O)[O-])n1	-9%	5	.	-29
CCOc1ccccc1Nc1nnc(Cc2ccccc2Cl)c(=O)[nH]1	6%	-4	50%[activator]	106
O=c1c2ccsc2ncn1Cc1ccc(Cl)cc1	-3%	-9	-5%	60
Cn1c(=O)n(C/C=C/c2ccccc2)c(=O)c2c1nc1n2CCCN1Cc1ccccc1	-21%	9	-7%	40
O=C(CCc1nc(-c2ccccc2)no1)N1CCCC1	0%	-3	-7%	23
Cc1ccc(C(=O)CSC2=C(C#N)C(c3ccco3)C3=C(CCCC3=O)N2)cc1 (centres undefined)	-11%	8	5%	-2
NC(=O)CC[C@@H]1NC(=O)[C@@H]2CCCN2C(=O)c2cc([N+](=O)[O-])cc(I)c2NCCCC[C@@H](C(=O)NC(CC(=O)O)C(N)=O)NC1=O (some centres undefined)	-7%	.	.	52
COc1cc(/C=N/NC(=O)c2cccnc2)ccc1OC(=O)c1ccco1	-3%	2	2%	-6
COc1ccc(Br)cc1CN(C)C(C)C(=O)Nc1cc([N+](=O)[O-])ccc1OC (centres undefined)	2%	-4	.	1
COc1ccccc1N(C)S(=O)(=O)c1ccc(C(=O)NC2=NCCS2)cc1	1%	-2	.	-5
Cc1[nH]c2c(Cl)cccc2c(=O)c1CN1CCCC1	-2%	-9	2%	29
Nn1c(SCc2nc3ccccn3c2Br)nnc1-c1cccnc1	-5%	-2	7%	8
CC(C)(C)NC(=O)CSc1nc2ccc(NC(=O)CSc3nnc(N)s3)cc2s1	-5%	.	.	?
COc1ccc(NS(=O)(=O)c2cccs2)c(OC)c1	10%	8	.	65
O=C(COc1ccc(Br)cc1Cl)NC(=S)N1CCc2ccccc21	1%	.	.	-18
CCn1[nH]c(=O)c(=Nc2c(C)n(C)n(-c3ccccc3)c2=O)cc1-c1ccc(Cl)cc1	-12%	11	-1%	-4
O=C1CCCN1CCCNCC(=O)N1c2ccccc2Sc2ccccc21	-6%	22	-16%	10
O=c1c2c3c(sc2ncn1/N=C/c1ccc(Br)o1)CCCC3	-9%	2	-7%	20

Exported in markdown: part of the list above
| Compound | ALOX12 inhib | IMPase inh | ALOX15B inhib | PNC inhibitor |
| --- | --- | --- | --- | --- |
| O=C(CCc1nc(-c2ccccc2)no1)N1CCCC1 | 0% | -3 | -7% | 23 |
| COc1ccc(NS(=O)(=O)c2cccs2)c(OC)c1 | 10% | 8 | . | 65 |
| Nn1c(SCc2nc3ccccn3c2Br)nnc1-c1cccnc1 | -5% | -2 | 7% | 8 |

Source: PubChem (National Center for Advancing Translational Sciences (NCATS))
